Casp6 inh: inhibitors of human caspase-6 | purified caspase-6, Z-VEID-R110 cleavage fluorescence | P55212 | hit rate 0.53% among 350,000 | inhibition, % at 12.5 µM;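 active = mean inhibition across replicates at least about 35%, with every replicate also reaching that limit, limit read from the data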;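 note: 0% = median of neutral control wells and 100% = no fluorescence left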
Target sequence (P55212 24-179 limits assumed): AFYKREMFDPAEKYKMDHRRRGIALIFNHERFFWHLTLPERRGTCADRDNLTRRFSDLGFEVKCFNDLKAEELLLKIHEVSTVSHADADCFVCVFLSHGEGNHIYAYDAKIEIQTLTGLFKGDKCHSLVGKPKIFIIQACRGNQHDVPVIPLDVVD
Target sequence (P55212 194-293 limits assumed): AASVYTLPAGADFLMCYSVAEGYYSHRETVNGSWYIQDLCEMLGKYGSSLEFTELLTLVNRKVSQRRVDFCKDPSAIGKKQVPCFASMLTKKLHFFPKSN
Cneo AK release: Cryptococcus neoformans lysis via adenylate kinase release; C. neoformans lysis, adenylate kinase release luminescence, 4 h; normalised: neutral wells 0, clomiphene wells 100; lysis activity, % at 15 µM; hit rate 0.2% among 360,000;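 active = mean lysis activity across replicates of at least 80%, whatever share of replicates individually reach that level; inactive = mean lysis activity below 80%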
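Assay system: log-phase C. neoformans yeast / Quantity: yeast cell density of 5 × 10^6 cells/mL / Medium: fresh YPD growth medium / Compound: single dose / Timing: static 4 h at 37 °C with compound, 1 h detection / Measured by: adenylate kinase release luminescence / Read-out: lysis from increased AK signal / Benchmarks: Clomiphene as positive lysis control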
PAX8 reporter: PAX8 transcriptional activity inhibition. RMG-I TPO-luciferase reporter, SteadyGlo, 24 h. inhibition, % at 12.6 µM. hit rate 1.2% among 360,000. AID 652154;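 active = mean replicate inhibition at least 60% with every replicate also reaching 60%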;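 note: luciferase light reporting Pax8 driven TPO promoter activity; plate controls were median of neutral control wells for no effect and mitoxantrone controls for full effect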
EWS-Fli block: blocks EWS/Fli oncoprotein-driven transcription | A673 NR0B1-luciferase reporter, viability-normalised | inhibition, % at 12.6 µM | hit rate 0.67% among 350,000;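 active = mean inhibition of at least 50% after viability correction, with every replicate also passing that limit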;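 note: firefly luciferase signal divided by Alamar Blue viability fluorescence both relative to DMSO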
LGR2 inh: inhibitors of bursicon-induced Drosophila LGR2 receptor cAMP signaling. inhibition, % at 9.99 µM. HEK293 LGR2, CRE-luciferase, bursicon-stimulated, 4 h. AID 720647. hit rate 0.35% among 380,000;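 active = drop in luminescence signal, shown as inhibition above about 50% in the replicate tests, limit read from the data, passing the limit was not always enough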;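 note: agonist challenge used bursicon conditioned medium at about half maximal strength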
PGC1a acetyl inh: lowers PGC1a acetylation signal in U2OS cells | hit rate 0.17% among 350,000 | AlphaScreen anti-acetyl-lysine; with virally co-expressed GCN5 acetyltransferase | inhibition, % at 15.6 µM;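 active = every replicate shows inhibition of at least 40%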;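 note: 0% = neutral control wells and 100% = positive control wells; some results beyond the cut were filed as inactive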
miR122 inh: blocks miR-122 activity in Huh7 sensor cells. Huh7 miR-122 Renilla luciferase sensor, 48 h; neutral wells = 0, positive control = 100. activation (reporter increase), % at 12.5 µM. hit rate 0.3% among 340,000. AID 602342;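 active = mean replicate activation score at least 90 and every replicate individually at or above 90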;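 note: higher luciferase means less miR-122 activity so hits act as miR-122 inhibitors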
FN deposition inh: fibronectin deposition inhibition; AH1F fibroblasts, Alexa488-fibronectin deposition fluorescence, overnight; inhibition, % at 12.6 µM; hit rate 0.086% among 350,000;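 active = mean inhibition across replicates of 30% or more, regardless of how many single replicates reach that level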;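 note: positive control wells lacked labelled fibronectin entirely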
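Material – AH1F fibroblast monolayer, labelled fibronectin deposition · Reagent – labelled fibronectin 24 nM · Timing – 1 h adhesion, overnight exposure · Measured by – fluorescence at 485 nm excitation, 525 nm emission · Read-out – inhibition of fibronectin deposition signal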
* hit, by the source's call; x = not tested or not shown; & = joins results of further samples; [ ] = dose if it differs, or a comment.

Each structure is followed by: Casp6 inh	Cneo AK release	PAX8 reporter	EWS-Fli block	LGR2 inh	PGC1a acetyl inh	miR122 inh	FN deposition inh
COc1ccc(S(=O)(=O)N(C)C[C@H]2OCCCC[C@@H](C)Oc3ccc(N(C)C)cc3C(=O)N([C@H](C)CO)C[C@@H]2C)cc1
  1.9&-1.5&9.0	-0.7&-3.9&-1.8	2.8&9.2&13.3	6.7&1.9	-2.8&0.0	-6.7&-4.3&-4.4	-6.5	x
Cc1ccc(S(=O)(=O)NCC(=O)OCC(=O)NCc2ccco2)cc1
  4.5	0.3	-5.5	8.8	-2.2	-2.1	5.2	4.5
CCc1ccc(C(=O)CSc2n[nH]c(C)n2)cc1
  x	-2.0	-25.9	x	x	3.4	-0.3	0.9
COc1ccc(Nc2c3ccccc3nc3ccccc23)cc1
  1.4	1.0	16.6	9.3	-12.8	x	x	10.3
CCCCCCCOc1ccc(C2(C)NC(=O)NC2=O)cc1 (centres undefined)
  4.8	-2.8	-1.8	-12.8	5.7	0.5	1.0	5.0
CN(C)C(=O)c1ccc(-c2ccc([C@@H]3[C@@H](C#N)N(C(=O)C4CCOCC4)[C@H]3CO)cc2)cc1
  2.8	5.4	-12.3	1.9	-3.9	-1.2	x	-2.3
CC1CCCCN1C(=O)NC12CC3CC(CC(C3)C1)C2 (centres undefined)
  x	-0.4	x	x	-0.2	3.6	-2.3	8.2
O=C(COc1ccccc1)NNC(=O)c1cccs1
  -0.2	-1.8	2.8	3.3	16.9	-2.0	-11.3	x
COc1ccc(NC(=O)Nc2cccc3c2O[C@@H](CN(C)Cc2ccc(-c4ccccc4)cc2)[C@H](C)CN([C@H](C)CO)C3=O)cc1
  2.8	46.2	x	0.2	15.3	x	31.5[16.7 µM]	x
CCN1CCc2c(C#N)c(N3CCOCC3)nc(NCc3ccccc3)c2C1
  x	0.2	x	x	5.0	-15.8	-2.2	x
O=C(NCCCN1CCCCC1)c1ccc(CS(=O)c2ccc(F)cc2)o1 (centres undefined)
  -70.7	1.1	-18.2	x	-3.5	9.3	x	1.1
CC(C)c1nc2cc(C(=O)N3CCNC(=O)C3c3cccc(F)c3)ccc2o1 (centres undefined)
  1.3	10.2	-15.7	-19.7	15.7	21.1	8.0	20.7
Cc1ccc(-c2cc3nc(NCCOc4ccccc4Cl)n(C)c(=O)c3s2)cc1
  -1.5	-1.2	-13.9	-5.9	12.5	-21.4	1.7	-2.6
O=C(COC(=O)c1ccc(S(=O)(=O)N2CCOCC2)cc1)NC1CCCCCC1
  -0.9	0.9	x	1.7	0.3	-3.4	-0.6	x
O=C1c2ccccc2/C(=C\c2ccc(O[C@@H]3CCCCO3)cc2)N1c1ccccc1
  -0.2	x	-25.1	-52.2	-60.5	x	x	-4.7
COc1cc2ccccc2cc1C(=O)Nc1ccc(Br)cn1
  1.3	-1.2	-131.8	-94.1	-36.2	8.4	1.6	0.1
COCC#Cc1ccc([C@H]2[C@@H](CO)N3C(=O)CN(C(=O)c4cccnc4)C[C@H]23)cc1
  0.1	x	x	4.0	-9.8	6.3	x	x
CC(C(=O)Nc1ccc2nccnc2c1)N1C(=O)C2C3C=CC(C3)C2C1=O (centres undefined)
  -0.3	-0.3	-0.4	-6.0	-10.3	-0.2	-0.3	0.4
CCn1c(SCC(=O)Nc2nc(C)c(C)s2)nnc1-c1cccnc1
  -4.4	1.2	x	-17.1	-9.6	7.8	7.5	x
O=C(CCl)Nc1cc(-c2ccccc2)nn1-c1ccccc1
  x	-8.1	x	x	x	-0.7	-13.7	-1.0
CC(=O)c1cccc(S(=O)(=O)N2CCN(c3ccccc3F)CC2)c1
  1.3	x	-1.4	7.1	-13.0	x	3.8	-4.1
C/C(Cl)=C\Cn1c(O)c(N=O)c2ccccc21
  12.9	x	5.8	9.1	-7.6	x	x	8.4
O=C(Nc1ccc(Cl)cc1)N1CCCN(Cc2ccc(F)cc2)C1
  x	-1.8	x	x	13.7	-3.8	-2.6	6.7
CSc1ccccc1NC(=O)CN(c1cc(C)cc(C)c1)S(C)(=O)=O
  x	-2.6	6.7	x	x	-1.5	-14.4	0.2
CCCc1ccc2oc(C(=O)NCc3nnc(C)o3)c(C)c2c1
  0.7	-0.8	-235.5	-76.0	-78.4	0.0	-3.4	2.3
CO[C@@H]1CN(C)C(=O)c2ccc(NC(C)=O)cc2OC[C@@H](C)N(C(=O)C2CCOCC2)C[C@H]1C
  x	1.4	x	-8.4	6.1	-2.9	4.3[16.7 µM]	0.1
CC1(C)Cc2c(cnn2-c2ccccc2)C(=O)/C1=N\NC(=O)c1ccccc1O
  x	-0.3	x	x	-14.1	8.1	-2.1	x
CC1=NOC(=O)/C1=C\c1ccc(-c2ccc(Cl)cc2Cl)o1
  x	-1.2	-7.7	x	x	1.2	5.3	-4.9
CCOc1ccc(CCNC(=O)Nc2cccc(OC)c2)cc1OCC
  -3.2	1.6	0.2	2.4	-6.8	-13.1	x	1.9
COc1ccc(NC(=S)N2CCN(C(=O)c3ccco3)CC2)c(OC)c1
  x	x	1.1	x	14.2	2.6	-1.9	-5.8
CCC(=O)N1[C@@H](CO)[C@@H](c2ccc(-c3ccccc3)cc2)[C@@H]1CN(C)C(C)=O
  x	0.0	5.7	-0.6	-0.8	13.9	-28.6[16.7 µM]	-4.0
COC(=O)C[C@H]1CC[C@@H]2[C@@H](COc3ccc(NC(=O)Cc4cccs4)cc3C(=O)N2C)O1
  0.2	-5.5	5.9	-12.1	6.7	x	x	40.1*
O=C(Nc1nc2ccccc2s1)C1CC(=O)N(c2ccc(Br)cc2)C1 (centres undefined)
  x	2.0	x	x	x	2.6	-0.7	0.2
COc1ccccc1Cn1c(C)nnc1-c1cnn(C)c1N
  -2.5	x	8.1	1.8	13.1	5.5	x	-2.7
CCN(CC)C1=N/C(=C\c2ccc(OC)cc2)C(=O)N1c1ccccc1
  3.2	0.7	-9.7	-68.0	x	-1.5	-3.8	-1.5
COc1ccc(NS(=O)(=O)c2cccc(C(=O)NCC(c3ccccc3)N(C)C)c2)cc1 (centres undefined)
  -55.8	0.8	11.7	-1.5	3.1	0.9	3.0	3.3
COc1ccccc1Cc1c(-c2ccc(Cl)cc2)nc2ccc(Br)cn12
  -1.8	11.8	-71.2	-56.1	-66.3	2.7	-1.8	-0.8
CC(=O)N1CCN(c2ccc(NS(=O)(=O)c3ccc(C)cc3)cc2)CC1
  2.1	1.0	-5.3	0.9	-18.5	5.3	0.0	-2.9
C[C@@H]1CN([C@@H](C)CO)S(=O)(=O)c2ccc(-c3ccccc3)cc2O[C@H]1CN(C)C(=O)C1CCC1
  x	x	x	9.0	-2.8	-6.0	15.8[16.7 µM]	x
Fc1ccc(N2CCN(Cc3ccccn3)CC2)cc1
  -3.7	x	-12.9	-13.2	x	4.2	-1.9	8.0
CC(=O)OC1CCC2C3CCC4=CC(=O)CCC4(C)C3CCC2(C)[C@]1(C)O (some centres undefined)
  -0.7	0.5	-2.3	3.0	5.6	x	x	-5.5
COc1ccc(C(=O)NCC(=O)NCC(=O)OCC(=O)c2ccc(C)cc2)cc1
  2.8	0.6	x	4.6	-2.3	-4.8	5.7	-7.9
CCCCN([C@H](CO)C(C)C)S(=O)(=O)c1ccccc1Br
  -0.1	0.1	39.3	-10.5	-7.1	-22.5	2.7	1.1
Cc1cc(C(=O)CN2C(=O)C(=O)N(Cc3ccco3)C2=O)c(C)n1CCc1ccc(F)cc1
  2.2	-0.6	12.3	3.9	15.4	x	x	1.0
Cc1cc(C)c2cc(C=O)c(Cl)nc2c1
  -0.3	x	6.6	9.7	-5.8	x	x	-3.5
COc1ccc(CCNC(=O)C2CCN(c3nccc(C)n3)CC2)cc1
  x	x	3.5	3.2	3.2	x	x	-0.7
CCc1ccccc1NC(=O)C1C(c2ccccc2)C1(Cl)Cl (centres undefined)
  x	-1.4	17.9	x	x	-26.9	-0.1	6.7
C/C(=N\Nc1ccc(S(=O)(=O)Nc2ccc(Cl)cc2)cc1[N+](=O)[O-])c1ccc(N2CCOCC2)cc1
  x	-2.5	3.9	x	-1.0	x	170.1*	-7.2
O=C(C1CCOCC1)N1CC(=O)N2[C@H](CO)[C@@H](c3ccc(C#CCc4ccccc4)cc3)[C@H]2C1
  0.8	x	x	-2.2	3.0	1.3	x	-3.3
O=C(O)c1ccc(NN=CC2=C(N3CCOCC3)/C(=C/c3ccccc3)CC2)cc1
  16.6	0.6	-48.7	-8.7	-15.8	7.8	x	1.0
COc1ccc(S(=O)(=O)N(C)C[C@H]2OCCCC[C@@H](C)Oc3ccc(NC(=O)Nc4ccc(C(F)(F)F)cc4)cc3C(=O)N([C@@H](C)CO)C[C@H]2C)cc1
  0.0	-2.9	8.1	-4.2	-4.9	6.6	-5.7[16.7 µM]	-7.7
CCCCn1c(O)c(/C=C/C=C/C=Nc2ccccc2)sc1=S
  -4.2	x	0.1	-5.2	-27.3	x	x	-10.6
O=C(N[C@@H]1CC[C@H](CC(=O)N2CCCCC2)O[C@H]1CO)c1ccc2c(c1)OCO2
  1.9	-9.1	15.9	-3.8	19.1	-0.6	x	x
O=C(COC(=O)Cn1cc(C(F)(F)F)ccc1=O)Nc1ccccc1
  2.5	-0.4	-8.8	5.9	1.5	2.4	-8.9	x
Cc1cc(S(=O)(=O)N2CCCCC2)ccc1OCC(=O)Nc1ccccc1
  1.1	-0.7	5.2	x	17.6	0.9	7.8	-4.2
CC(C)[C@H](NC(=O)N1CC(=O)Nc2ccccc21)C(=O)N[C@H](C(=O)O)c1ccccc1
  5.5	0.3	-4.2	-3.0	17.8	-2.6	-4.3	6.8
CNC(=O)C[C@H]1CC[C@@H]2[C@H](COc3ccc(NC(=O)c4cc(C)on4)cc3C(=O)N2C)O1
  x	0.1	-23.0	-14.7	-6.4	5.6	50.0[16.7 µM]	-3.7
Cc1ccc(NS(=O)(=O)c2cccc(C(=O)NCC3CCCO3)c2)cc1 (centres undefined)
  -0.4	-0.3	-3.7	-13.7	-4.5	-7.1	18.6	0.7

Given tab-delimited: 3 of the compounds above.
SMILES	Casp6 inh	Cneo AK release	PAX8 reporter	EWS-Fli block	LGR2 inh	PGC1a acetyl inh	miR122 inh	FN deposition inh
CO[C@@H]1CN(C)C(=O)c2ccc(NC(C)=O)cc2OC[C@@H](C)N(C(=O)C2CCOCC2)C[C@H]1C	x	1.4	x	-8.4	6.1	-2.9	4.3[16.7 µM]	0.1
CCOc1ccc(CCNC(=O)Nc2cccc(OC)c2)cc1OCC	-3.2	1.6	0.2	2.4	-6.8	-13.1	x	1.9
CC(C)[C@H](NC(=O)N1CC(=O)Nc2ccccc21)C(=O)N[C@H](C(=O)O)c1ccccc1	5.5	0.3	-4.2	-3.0	17.8	-2.6	-4.3	6.8

Rewritten with each value named: part of the list above
> CCC(=O)N1[C@@H](CO)[C@@H](c2ccc(-c3ccccc3)cc2)[C@@H]1CN(C)C(C)=O
- Casp6 inh: x
- Cneo AK release: 0.0
- PAX8 reporter: 5.7
- EWS-Fli block: -0.6
- LGR2 inh: -0.8
- PGC1a acetyl inh: 13.9
- miR122 inh: -28.6[16.7 µM]
- FN deposition inh: -4.0

> COc1cc2ccccc2cc1C(=O)Nc1ccc(Br)cn1
- Casp6 inh: 1.3
- Cneo AK release: -1.2
- PAX8 reporter: -131.8
- EWS-Fli block: -94.1
- LGR2 inh: -36.2
- PGC1a acetyl inh: 8.4
- miR122 inh: 1.6
- FN deposition inh: 0.1

> COc1ccc(NC(=S)N2CCN(C(=O)c3ccco3)CC2)c(OC)c1
- Casp6 inh: x
- Cneo AK release: x
- PAX8 reporter: 1.1
- EWS-Fli block: x
- LGR2 inh: 14.2
- PGC1a acetyl inh: 2.6
- miR122 inh: -1.9
- FN deposition inh: -5.8
